# Vif-APOBEC3F blk = qHTS for Inhibitors of Vif-A3F Interactions: qHTS; AID 602313, 2012; HeLa A3F-eYFP + Vif (tagged APOBEC3F with the HIV-1 protein that degrades it), YFP fluorescence increase; Potency, µM (top dose mostly 46.1 µM), for inactives: top-dose activity, negative = active; 390,000 tested, 0.2% active; further: potency means the concentration at half of the fitted maximal effect; % of control where 0% means no effect; nearly all actives have a fitted effect of over 65% in size
#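 Fluorescence increase (Ex 488/Em 500-530) after overnight compound treatment at 37 deg C flags inhibition of Vif-driven A3F-eYFP loss in stable HeLa A3F-eYFP/Vif cells seeded overnight beforehand.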
# rTrxR1 inhibitor = qHTS Assay for Inhibitors of Mammalian Selenoprotein Thioredoxin Reductase 1 (TrxR1): qHTS | Thioredoxin reductase 1, cytoplasmic (Rattus norvegicus), O89049 | recombinant rTrxR1, NADPH fluorescence consumption, selenite substrate | Potency, µM (series often up to 114 µM), without a hit: top-dose activity change, negative = inhibition, most hits filed as inhibitors | 390,000 tested, 1% active | AID 588453, 2011; further: potency means the concentration at half of the fitted maximal effect; on the % scale 0 is the no-effect control and ±100 the full control effect; nearly all actives have a fitted effect of over 65% in size
# Target sequence (O89049 whole entry, looked up): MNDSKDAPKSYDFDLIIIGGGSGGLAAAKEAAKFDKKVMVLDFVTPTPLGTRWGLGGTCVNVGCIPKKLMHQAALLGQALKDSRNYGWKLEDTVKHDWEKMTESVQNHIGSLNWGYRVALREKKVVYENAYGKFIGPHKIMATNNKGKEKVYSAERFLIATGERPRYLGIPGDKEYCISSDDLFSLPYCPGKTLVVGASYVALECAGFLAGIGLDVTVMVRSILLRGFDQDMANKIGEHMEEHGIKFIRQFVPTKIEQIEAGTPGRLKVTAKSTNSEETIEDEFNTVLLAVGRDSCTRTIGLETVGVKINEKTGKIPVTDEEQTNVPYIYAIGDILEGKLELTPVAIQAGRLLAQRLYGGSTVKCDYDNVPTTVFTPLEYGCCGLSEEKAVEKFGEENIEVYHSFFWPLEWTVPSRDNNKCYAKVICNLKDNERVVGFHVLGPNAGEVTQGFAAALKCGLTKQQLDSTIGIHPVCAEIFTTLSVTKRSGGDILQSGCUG
#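 Rat TrxR1 (90 nM in the dispensed reagent) was pre-reduced with 400 uM NADPH for 5 min at room temperature, then incubated with compound for 15 min. After 400 uM selenite was added, NADPH fluorescence (Ex 340/Em 450 nm) was followed for 8 min.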
# mIDH1 inhibitor = qHTS for Inhibitors of mutant isocitrate dehydrogenase 1 (IDH1): qHTS. Isocitrate dehydrogenase [NADP] cytoplasmic (Homo sapiens), O75874. IDH1-R132H enzyme, NADPH consumption, diaphorase/resazurin fluorescence. Potency, µM (top dose mostly 76.6 µM), without a hit: at the highest dose activity change, negative = inhibition, hits mostly inhibitors. 390,000 tested, 0.093% active. AID 602179, 2012; further: potency means the concentration at half of the fitted maximal effect; on the % scale 0 is the no-effect control and ±100 the full control effect; nearly all actives have a fitted effect of over 65% in size
#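 IDH1-R132H (0.5 ug/mL dispensed) in pH 7.5 Tris buffer was preincubated 30 min with compound, then given a substrate mix of 0.016 mM NADPH and 2 mM alpha-KG for 80 min at room temperature; remaining NADPH was read by diaphorase/resazurin fluorescence.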
# LDHA block = qHTS assay for inhibitors of human lactate dehydrogenase; L-lactate dehydrogenase A chain (Homo sapiens), P00338; purified LDHA, NADH/diaphorase-resazurin fluorescence; stronger effect = lower value; activity change, % (values are at about 110 or 230 µM); 480,000 tested, 0.15% active; AID 1347041, 2019; in the data active means activity change below about -30%; inconclusive means mostly about -25% to -30%;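 further: plate controls were DMSO wells for no effect and wells without enzyme for full effect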
#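 Resorufin fluorescence (ex540/em590), read at 0 and 20 min after diaphorase/resazurin addition, reports the NADH left after a 5 min room-temperature reaction of 2 nM human LDH5 with 0.06 mM NADH and 0.2 mM pyruvate.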
# RGS4 inhibitor = Inhibitors of Regulator of G Protein Signaling (RGS) 4: qHTS; 390,000 tested, 0.039% active; Transcreener GDP fluorescence polarization, RGS4-accelerated GTP hydrolysis; Potency, µM (series often up to 114 µM), for the others: top-dose activity change, negative = inhibition, most hits filed as inhibitors; Regulator of G-protein signaling 4 (Homo sapiens), P49798; further: potency means the concentration at half of the fitted maximal effect; on the % scale 0 is the no-effect control and ±100 the full control effect; nearly all actives have a fitted effect of over 75% in size; some results filed as inactive show a strong effect at the top dose
# Target sequence (P49798 whole entry, looked up): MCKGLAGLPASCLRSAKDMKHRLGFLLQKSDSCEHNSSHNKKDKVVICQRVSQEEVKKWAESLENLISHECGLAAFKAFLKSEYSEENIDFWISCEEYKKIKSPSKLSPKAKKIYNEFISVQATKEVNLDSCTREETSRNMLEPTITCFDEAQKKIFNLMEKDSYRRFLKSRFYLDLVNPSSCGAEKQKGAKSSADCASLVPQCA
#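 MLSMR compounds (23 nl, pin-transferred) preincubated 10 min at room temperature with a 500nM (2x) first reagent, then RGS4 at 900nM (2x) plus Transcreener GDP mix added; fluorescence polarization (620/688 nm) read before and after 90 min at 30 °C.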
# USP1-UAF1 inh = Inhibitors of USP1/UAF1: Primary Screen | recombinant USP1/UAF1, Ub-Rhodamine cleavage fluorescence | Ubiquitin carboxyl-terminal hydrolase 1 (Homo sapiens), O94782 | 390,000 tested, 0.23% active | Potency, µM (series often up to 57.1 µM), without a hit: top-dose activity change, negative = inhibition, most hits filed as inhibitors; further: potency means the concentration at half of the fitted maximal effect; on the % scale 0 is the no-effect control and ±100 the full control effect; nearly all actives have a fitted effect of over 60% in size; inactives centre near -12
#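 Step one: compound is pinned into 1nM USP1/UAF1 in HEPES pH 7.8 buffer with TCEP. Step two: 15 min room-temperature incubation. Step three: Ub-Rho (150nM final) starts cleavage, tracked by fluorescence over six one-minute reads.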
# TrxR1 substrate = qHTS Assay for Substrates of Mammalian Selenoprotein Thioredoxin Reductase 1 (TrxR1): qHTS; purified TrxR1 substrate turnover, NADPH consumption readout; Potency, µM (titrated, usually from 114 µM), for inactives: at the top dose activity change, negative = substrate turnover; 390,000 tested, 0.01% active; Thioredoxin reductase 1, cytoplasmic (Rattus norvegicus), O89049; further: potency means the concentration at half of the fitted maximal effect; on the % scale 0 is the no-effect control and ±100 the full control effect; nearly all actives have a fitted effect of over 50% in size
#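 Rat TrxR1, dispensed at 90 nM, was prereduced with 400 uM NADPH (final) for 5 min at ~22 deg C, then incubated with compound 15 min before 400 uM selenite. A first-read NADPH fluorescence drop versus no-compound background flagged substrates.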
# GRP78 ERSR act = qHTS for Inducers of the Endoplasmic Reticulum Stress Response (ERSR) in Human Glioma: qHTS | U87-MG GRP78 promoter luciferase reporter, 16 h | Potency, µM, without a hit: at the top dose activation, hits mostly activators | 420,000 tested, 0.02% active | AID 602332, 2012; further: potency means the concentration at half of the fitted maximal effect; series mostly up to about 76 µM; % of control where 0% means no effect; nearly all actives have a fitted effect of over 35% in size
#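 ERSR induction read as luciferase luminescence (Bright-Glo, 10 min at room temperature) in stably transfected human U87-MG glioma cells exposed to compounds for 16 h, using GRP78 as sensor.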
# Vif-A3G inh = qHTS for Inhibitors of Vif-A3G Interactions: qHTS; 410,000 tested, 0.076% active; HeLa A3G-eYFP + Vif (tagged APOBEC3G with the HIV-1 protein that degrades it), YFP fluorescence, overnight; AID 602310, 2012; Potency, µM (top dose mostly 46.1 µM), for the others: top-dose activity, negative = active, hits mostly inhibitors;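 further: potency means the concentration at half of the fitted maximal effect; on the % scale 0 is the no-effect control and ±100 the full control effect; nearly all actives have a fitted effect of over 60% in size; hits raise eYFP signal because A3G escapes Vif-driven loss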
# Target sequence (Q9HC16 whole entry, looked up): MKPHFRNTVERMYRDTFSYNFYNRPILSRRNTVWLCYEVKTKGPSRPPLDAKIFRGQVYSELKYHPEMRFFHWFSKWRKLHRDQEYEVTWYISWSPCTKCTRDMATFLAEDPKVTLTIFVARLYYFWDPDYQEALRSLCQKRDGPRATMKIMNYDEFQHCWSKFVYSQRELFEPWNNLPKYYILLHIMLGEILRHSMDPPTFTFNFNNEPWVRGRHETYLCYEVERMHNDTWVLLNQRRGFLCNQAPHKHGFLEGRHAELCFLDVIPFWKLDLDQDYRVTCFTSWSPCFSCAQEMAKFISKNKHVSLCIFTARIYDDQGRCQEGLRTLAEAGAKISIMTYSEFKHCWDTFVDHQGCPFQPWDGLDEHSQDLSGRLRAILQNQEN
#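 HeLa cells stably expressing Vif and C-terminally eYFP-tagged A3G, seeded overnight at 37 deg C, then exposed to compound by pintool overnight at 37 deg C. Rise in yellow fluorescence (Ex 488/Em 500-530, Acumen) marks blocked Vif-driven A3G degradation.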
# Active calls of the source: *; u = inconclusive; x = no result given; [ ] = dose if it differs, or a comment. Unless noted, the call rests on the fitted dose curve; in most records, active means well fitted curve in the direction sought with a large enough effect; inconclusive means small, poorly fitted or top-dose-only effect, or another doubt; inactive means no such curve, though single readings can be large; an effect the other way counts as inactive or inconclusive. Some of the compounds tested; count on the stated rates, not on these rows.
# Values run as follows: Vif-APOBEC3F blk | RGS4 inhibitor | GRP78 ERSR act | Vif-A3G inh | mIDH1 inhibitor | USP1-UAF1 inh | TrxR1 substrate | LDHA block | rTrxR1 inhibitor
CCOCCCNC(=O)C(c1ccc(C)cc1)N(Cc1ccc2c(c1)OCO2)C(=O)c1ccccn1 (stereo unspecified)
    7.7% | 9.9% | -3.4% | -1.8% | 5.1% | -0.1% | -9.6% | -3.8 | 13.3%[57.1 µM]
CCOC(=O)c1sc(=S)n(CC)c1NC(=O)c1ccccc1C
    -12.4% | 7.6% | -0.7% | -3.1% | -2.9% | -11.0% | -6.6% | -8.0 | 10.8%
COc1ccc(Cc2nc3ccc(C(=O)N(C)CCO)cc3o2)cc1
    0.1% | 7.5% | 0.4% | -2.3% | 1.5% | -9.1% | 4.1% | -1.8 | 8.9%
CC(C)C[C@H](NC(=O)c1nc[nH]c1C(=O)NCc1ccccc1)C(=O)OC(C)(C)C
    0.7% | -3.1% | -3.5% | -7.6% | 0.5% | u | -4.7% | 5.1 | 6.5%
Cc1cc(NC(=O)CSc2nc3ccccc3s2)no1
    5.4% | -4.6% | -4.0% | -1.4% | -0.1% | -21.5% | -5.2% | -2.2 | -0.8%
O=C1C2CC=CCC2C(=O)N1Cc1nnc(-c2ccc(Cl)cc2)o1 (stereo unspecified)
    1.6% | -11.3% | 2.2% | -0.8% | 8.7% | -10.7% | 1.1% | -1.7 | 15.2%
Cc1cc(C)nc(SCc2nnc(SCC(=O)Nc3ncc(C)s3)n2Cc2ccco2)n1
    0.2% | 30.9% | 5.3% | -1.1% | -1.7% | -0.4% | -2.0% | -4.3 | -1.8%
CCOC(=O)C1=C(CC)Nc2ccccc2N=C1NC(=O)c1cc(S(=O)(=O)N(C)C)ccc1Cl
    -0.4% | -15.4% | -6.1% | -5.2% | -2.6% | -5.9% | -6.2%[57.1 µM] | -0.1 | 8.3%
O=C(CN1CCN(Cc2ccc(Cl)cc2)C1=O)NCCCN1CCN(c2ccc(F)cc2)CC1
    -6.4% | 11.6% | 0.5% | 0.4% | -7.5% | 0.9% | -1.0% | -2.1 | 5.0%
O=S(=O)(Nc1ccc(-c2ccc(N3CCCCC3)nn2)cc1)c1ccc(OC(F)(F)F)cc1
    0.1% | 8.1% | -0.9% | -0.8% | -0.6% | -12.2% | 2.8%[57.1 µM] | 4.5 | 24.6%[57.1 µM]
COc1ccc(C(=O)NNC(=S)Nc2ccccc2)cc1
    12.1% | -7.3% | 1.1% | 2.8% | 14.1% | -26.4% | -8.6% | -4.6 | -14.2%[57.1 µM]
Cc1ccccc1OCC(=O)N1CCc2ccccc2C1
    4.7% | 12.7% | 1.1% | -4.6% | -4.1% | -26.3% | 1.9% | 0.7 | 18.1%
COc1cccc(CN(C)C(=O)Cc2c[nH]c3ccccc23)c1
    0.6% | -13.1% | 7.5% | 2.9% | 4.3% | -17.9% | -4.1% | 1.3 | -19.0%
CCOC(=O)c1c(C)[nH]c(C(=O)COC(=O)c2ccc(N3CCCC3=O)cc2)c1C
    -6.8% | 5.8% | -2.2% | 1.6% | -1.9% | -5.8% | -2.9% | -15.8 | 1.1%
Cc1ccc(-c2nnn(CC(=O)N(C)C3CCCCC3)n2)o1
    0.3% | 5.2% | -3.5% | 0.7% | -6.7% | -8.0% | 1.5% | -2.1 | 13.8%
CCO[C@H]1OC(C(=O)O)=C[C@@H](c2coc3ccccc3c2=O)[C@@H]1CCCO
    -1.0% | -6.0% | -3.2% | -3.5% | -14.8% | -9.4% | -0.3% | -7.8 | 7.2%
COc1ccc(CNC(=O)C2CCC(=O)N(CC3CCCCC3)C2)cc1 (stereo unspecified)
    -6.9% | -4.3% | -0.5% | 2.4% | 0.0% | -9.8% | 3.8% | -2.4 | 2.8%
COC(=O)CSCC(=O)Nc1nnc(-c2ccccc2C)s1
    -1.3% | -7.7% | -9.0% | -0.7% | 6.1% | -18.1% | -7.9% | -1.0 | -1.6%
CCOC(=O)N1N=C(c2ccc(OC)cc2)CC1(O)C(F)(F)F (stereo unspecified)
    -9.2% | 10.5% | -4.3% | 1.5% | 2.3% | -8.3% | -2.3% | -4.4 | 19.5%
Cc1cc(=O)oc2cc(OCC(=O)Nc3ccc(CN4CCOCC4)cc3)c(Cl)cc12
    -0.8% | 2.7% | -1.9% | 2.6% | -11.8% | -7.9% | 0.7% | -21.1 | 12.8%
CCN(CC)CCOC(=O)c1ccc(NC(=O)/C=C/c2cccs2)cc1
    7.3% | -37.2% | 3.5% | 0.8% | 2.9% | -15.0% | -11.3% | -1.7 | u
CCCCCn1c(N)c(-c2nc3ccccc3o2)c2c([N+](=O)[O-])nn(C)c(=O)c21
    -1.8% | -32.4% | -4.9% | 0.5% | -6.9% | -26.4% | 2.2%[57.1 µM] | -3.2 | 12.1%
O=C(Nc1ccnn1C1CCN(C(=O)c2cccnc2)CC1)c1cccc(F)c1
    1.0% | x | -5.2% | 0.2% | 4.3% | u | x | -1.1 | x
CCCNS(=O)(=O)c1ccc(Oc2ncc(C(F)(F)F)cc2Cl)cc1
    -16.5% | 24.6% | 7.8% | -1.8% | 9.3% | -13.2% | 6.6%[57.1 µM] | 3.9 | 41.3%[activator][57.1 µM]
CC1CCN(S(=O)(=O)c2cccc(C(N)=O)c2)CC1
    2.8% | -24.7% | -3.7% | -4.9% | 3.0% | -16.9% | -4.3% | 0.7 | -8.3%
Cc1c(C)n2c(SCC(=O)Nc3cccc4ccccc34)nnc2[nH]c1=O
    1.4% | 29.0% | 0.3% | -2.6% | -4.5% | -4.3% | 1.5%[57.1 µM] | -7.7 | 1.9%[57.1 µM]
COc1cc(CNC(=O)OCC(C)C)cc(OC)c1OC
    -6.6% | -19.6% | -3.2% | -0.2% | 0.0% | -17.2% | 5.5% | -5.0 | 21.1%
COc1ccc(C(=O)NCc2nnc(SCC(=O)Nc3ccccc3F)o2)cc1
    0.0% | -7.4% | -4.4% | -6.9% | 13.2% | -16.9% | 4.2% | -1.1 | 13.3%
COCCCN(C(=S)NC(=O)C12CC3CC(CC(C3)C1)C2)c1c(N)n(Cc2ccccc2)c(=O)[nH]c1=O
    -4.8% | -49.0% | -2.6% | 2.2% | 1.4% | -13.7% | 0.8%[57.1 µM] | -6.5 | 2.0%[57.1 µM]
COc1cc(C(=S)N2CCOCC2)cc(OC)c1OC(=O)c1cc([N+](=O)[O-])c(C)c([N+](=O)[O-])c1
    -5.8% | 4.0% | -0.3% | 0.8% | 3.4% | 0.9% | -7.0%[57.1 µM] | 0.5 | -16.9%[57.1 µM]
Cc1c(NC(=O)N(C)c2ccccc2)c(=O)n(-c2ccccc2)n1C
    -0.8% | 35.5% | -3.5% | -2.4% | -0.6% | 1.7% | 0.8% | -6.1 | 18.4%
COc1ccc(C2NC(=O)N(C)C3=C2C(=O)N(c2ccc(C)cc2)C3)cc1 (stereo unspecified)
    7.8% | -4.7% | -3.0% | 0.5% | -5.7% | -2.7% | 7.9% | -1.8 | 7.0%
Cc1cc(C)nc(SCc2cnc(C)nc2N)n1
    -5.8% | 6.3% | 0.2% | -2.9% | 3.8% | -23.1% | 6.2%[57.1 µM] | -9.3 | 21.3%[57.1 µM]
Cc1cc(C)cc(N2CC(C(=O)O)CC2=O)c1 (stereo unspecified)
    -2.2% | 6.5% | -4.5% | 1.2% | 10.1% | -11.9% | 9.5%[57.1 µM] | -4.7 | -0.8%
Cc1sc(N)c(C(=O)c2ccccc2)c1C
    0.8% | u | 0.9% | -5.2% | 1.4% | -9.0% | -21.9%[57.1 µM] | 1.5 | -13.6%
COC(=O)c1ccc(NC(=O)c2nc(-c3ccc(Cl)cc3)n3c2CCCCC3)cc1
    x | -8.4% | x | x | x | u | 1.4% | -8.2 | 10.1%
CC(C)(C)c1ccc(S(=O)(=O)N2CCN(CC(=O)NC(=O)NC3CCCCC3)CC2)cc1
    -8.9% | -18.7% | -3.6% | 5.2% | -1.5% | -31.3% | -8.0%[57.1 µM] | 4.3 | 8.0%[57.1 µM]
O=C(O)[C@H]1CCC(=O)N1Cc1ccco1
    4.3% | 8.0% | -4.2% | 0.4% | -5.1% | -20.4% | 9.2%[57.1 µM] | -2.9 | -3.7%[57.1 µM]
O=C(NCCCc1ccccc1)c1cccc(Br)c1
    -10.5% | 20.0% | 4.8% | 1.2% | 6.2% | -18.8% | -0.7% | -0.6 | 24.3%

# From PubChem
